aDG glyco act = alpha-DG glycosylation activation. 0.22% of 360,000 active. AID 624168. activation, % at 10 µM. Pro5-aDG cells, alpha-DG glycosylation AlphaScreen (IIH6); 0% Pro5, 100% B10-LARGE cell signal;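 active = activation of at least 8% versus controls, or a plate z-score of at least 8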;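 also: Pro5 are CHO cells carrying HIG-tagged alpha-DG that lacks glycosylation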
Peg3 prom inh = Peg3 promoter activity inhibition; 1.7% of 360,000 active; AID 588405; HeLa PEG-Prom luciferase reporter, luminescence, overnight; inhibition, % at 20 µM;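 active = inhibition of at least 50% at 20 µM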
hiPSC survival = enhancers of human iPSC single-cell survival | hiPSC single-cell survival, ATPlite luminescence; 100% = ROCK inhibitor wells, 0% = DMSO | survival enhancement, % at 20 µM | 0.044% of 360,000 active | AID 602274; in the data active = survival enhancement above about 18%;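 also: cells exposed to compounds for 16 hours before the ATP read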
HIF-2a block = HIF-2a inhibition; AID 624352; inhibition, % at 18.8 µM; 786-0 RCC cells HIF-2a reporter, luciferase luminescence, overnight; 0.72% of 360,000 active;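 active = inhibition of the luminescence signal of 40% or more relative to plate controls, in a single-dose primary screen at 18.75 µM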
CaV13 FRET inh = Disruptors of the CACNA1D IQ motif to Ca2+-dependent inactivation inhibitor domain association, primary screening, Förster resonance energy transfer in intact living …; HEK cells, CFP/YFP FRET ICDI-IQ, plate reader, 10 min; percent FRET-ratio fall versus neutral wells; inhibition, % at 12.3 µM; 0.098% of 340,000 active; AID 743397;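 active = mean replicate inhibition of at least 30% and at least 1% of replicates passing that level; inconclusive = only one of the two criteria is met; inactive = neither criterion is met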;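 also: 0% = median of the neutral control wells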
Exocytosis inh = lytic granule exocytosis inhibition; TALL-104 LAMP-1 surface exposure, flow cytometry; cells stimulated with thapsigargin and PMA; inhibition, % at 10 µM; 0.66% of 360,000 active; AID 651702;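 active = inhibition above about 55%, limit read from the data; inconclusive = no clear call, values can overlap the other calls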
Vif inh = HIV Vif inhibition; inhibition, % at 7.49 µM; 0.35% of 340,000 active; HEK293T cells, Vif self-association by quenched fluorescence, imaging, 24 h; in the data active = inhibition above about 50%, passing the limit was not always enough; inconclusive = no clear call, values can overlap the other calls; inactive = below about 31%; also: some results filed as inactive read as strong as hits
PDI inh = inhibitors of human protein disulfide isomerase; PDI insulin aggregation turbidity, A650, 90 min; 0.052% of 350,000 active; inhibition, % at 10 µM;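 active = mean inhibition across replicates of 30% or more, whatever share of single replicates reach that level; inconclusive = mean inhibition below 30% while every single replicate reaches 30%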;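 also: absorbance from insulin aggregation driven by PDI reduction with DTT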
Target sequence (P07237 whole entry, looked up): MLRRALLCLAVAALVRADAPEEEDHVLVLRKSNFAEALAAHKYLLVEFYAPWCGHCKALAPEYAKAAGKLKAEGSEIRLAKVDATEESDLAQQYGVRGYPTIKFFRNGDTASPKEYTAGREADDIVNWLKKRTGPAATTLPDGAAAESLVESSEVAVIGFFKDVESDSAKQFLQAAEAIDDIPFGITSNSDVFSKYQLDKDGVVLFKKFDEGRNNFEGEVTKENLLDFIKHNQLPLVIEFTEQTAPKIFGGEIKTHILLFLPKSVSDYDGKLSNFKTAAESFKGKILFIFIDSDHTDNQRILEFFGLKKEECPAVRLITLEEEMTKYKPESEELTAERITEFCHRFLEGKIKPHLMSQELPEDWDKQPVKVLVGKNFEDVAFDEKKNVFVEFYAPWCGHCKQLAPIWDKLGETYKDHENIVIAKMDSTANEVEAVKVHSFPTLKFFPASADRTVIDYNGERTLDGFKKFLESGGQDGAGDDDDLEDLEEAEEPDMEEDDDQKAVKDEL
NR2E3 ag-1 = human photoreceptor-specific nuclear receptor agonism | CHO-S Gal4-NCOR/VP16-NR2E3 two-hybrid, luciferase | inhibition of corepressor binding, % at 3.98 µM | 0.35% of 360,000 active | AID 602229;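 active = inhibition above the mean of all tested compounds plus 3 SD, cut at about 70% in these data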;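 also: 0% = DMSO with NR2E3 transfected cells and 100% = cells lacking NR2E3 construct; higher means lower luciferase signal from less NR2E3 corepressor binding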
Target sequence (Q9Y5X4 whole entry, looked up, the tested form may be a part): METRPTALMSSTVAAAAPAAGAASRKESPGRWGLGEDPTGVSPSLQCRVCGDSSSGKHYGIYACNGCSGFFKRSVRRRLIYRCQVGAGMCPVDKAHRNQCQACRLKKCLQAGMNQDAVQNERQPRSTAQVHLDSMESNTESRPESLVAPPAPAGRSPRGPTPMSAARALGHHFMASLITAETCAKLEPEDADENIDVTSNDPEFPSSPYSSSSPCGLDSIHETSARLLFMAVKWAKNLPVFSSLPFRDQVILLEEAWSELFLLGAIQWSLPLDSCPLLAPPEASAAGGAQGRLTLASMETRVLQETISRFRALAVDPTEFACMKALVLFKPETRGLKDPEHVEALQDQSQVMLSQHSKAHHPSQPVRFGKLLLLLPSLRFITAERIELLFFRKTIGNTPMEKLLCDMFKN
NR2E3 ag-2 = NR2E3 (human) agonism; Q9Y5X4; GST-NR2E3/biotin-RetCOR TR-FRET, 1536-well; inhibition of corepressor binding, % at 4.78 µM; 0.12% of 320,000 active; AID 2300;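 active = percent inhibition above the cutoff of mean plus 3 SD of all tested compounds, set per screening campaign, cut at about 20% in these data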;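 also: 0% = DMSO wells and 100% = biotin wells as full block of FRET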
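Format: 1536-well format; test system: GST-NR2E3 and biotin-RetCOR proteins; read-out basis: percent inhibition of TR-FRET ratio; timing: 5 h incubation at 4 °C; detection: time-resolved FRET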
MITF TRPM1 inh = MITF TRPM1 promoter inhibition in SK-MEL-5 cells; SK-MEL-5 TRPM1 promoter luciferase, 24 h; inhibition, % at 12.5 µM; 0.83% of 330,000 active;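 active = mean inhibition across replicates of 60% or more, whatever share of single replicates reaches that level; inconclusive = some that reach 60%, reason not given; inactive = mean inhibition across replicates below 60%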; also: values of inactives mirror those of a sister screen read the other way
Starred values were filed as active, the others as inactive; u = inconclusive; x = not tested or not shown.

mol	aDG glyco act	Peg3 prom inh	hiPSC survival	HIF-2a block	CaV13 FRET inh	Exocytosis inh	Vif inh	PDI inh	NR2E3 ag-1	NR2E3 ag-2	MITF TRPM1 inh
CC(C)Oc1ccc(CC(=O)NNC(=S)Nc2ccccc2)cc1	-0.1	4	-0.5	9	-2	-4	-3	8	-20	2	5
O=C(c1ccc(F)cc1)N1CCC(N2CCCCCC2)CC1	-0.3	9	0.7	11	-3	-2	-4	15	-1	-3	5
O=C(NCC(c1ccco1)N1CCCC1)c1cccc(S(=O)(=O)N2CCCCC2)c1 (stereo unspecified)	0.1	0	0.6	11	-12	-7	x	-2	25	x	x
O=c1oc2ccccc2cc1-c1cn2cccnc2n1	-0.1	-173	-1.4	-80	-7	-8	-5	0	-86	1	-1
CN(C(=O)c1coc(=O)c2ccccc12)c1ccc(Br)cc1	-0.1	-5	-0.3	13	2	0	1	0	1	-2	2
CC(=O)c1c(N)c(C#N)c(C)n1-c1ccc(Br)cc1	0.7	16	3.7	24	x	3	x	23	9	6	-6
CC1CCCCN1C(=O)C12CCC(C)(C(=O)C1)C2(C)C (stereo unspecified)	-0.2	15	0.1	17	-7	0	23	18	-23	1	-1
COC(=O)c1sccc1OC(C)C(C)=O (stereo unspecified)	0.0	17	0.8	15	-4	-1	7	15	1	-1	5
O=C(N/N=C/c1ccc(Br)s1)c1ccc([N+](=O)[O-])cc1	1.1	12	-0.1	-6	-6	-6	5	-1	-13	3	6
O=C(N/N=C/c1ccc(N2CCOCC2)cc1)c1ccccc1NS(=O)(=O)c1cccs1	0.0	-36	0.0	-26	-4	-1	-10	-3	-31	-2	-6
O=C(NCc1ccco1)Nc1nnc([C@H]2C[C@H](O)[C@@H](CO)O2)s1	0.2	-8	-2.3	10	-5	12	3	7	-23	x	x
O=C(COC(=O)c1cccc(F)c1)NC(=O)NC1CCCC1	0.6	-1	-3.0	0	-3	-2	-1	5	-9	1	12
CCOC(=O)N1CCN(S(=O)(=O)c2cccc3nonc23)CC1	-0.1	19	1.7	18	-7	-2	x	-12	-35	1	6
CC(=O)Nc1ccc(-c2cn3cccnc3n2)cc1	-0.1	-72	-1.4	-143	-4	-5	2	7	-48	3	-42
NC(=O)Cn1nc(C(F)(F)F)c2c1CCCC2	0.0	15	0.3	22	9	-1	10	4	-17	-1	0
O=C(CSc1nc2ncc(Br)cc2[nH]1)c1ccc([N+](=O)[O-])cc1	0.1	-17	0.8	-45	-6	5	1	12	9	3	-5
Cn1cccc1CNC1CCCCC1	-0.1	-8	1.8	-6	-9	-5	-4	-4	3	-2	-6
CCN(CC)CCCNC(=O)c1cc(-c2ccc(Cl)cc2)on1	-0.1	5	-1.0	10	-9	-3	3	-4	5	5	-30
CC(C)C(O)P(=O)(OCc1ccccc1)c1ccc(N(C)C)cc1 (stereo unspecified)	0.2	10	-1.2	10	-2	-1	6	-18	-2	2	-2
COc1ccc(CCn2nnnc2C(c2ccc(Cl)cc2)N2CCN(C)CC2)cc1OC (stereo unspecified)	0.2	4	-1.6	9	1	1	3	2	-9	-2	3
CCc1[nH]c(C)c(C(C)=O)c1C	0.0	5	1.4	19	-4	-1	-3	-3	-17	-1	13
O=C(Nc1cccc(C(F)(F)F)c1)C1CC(=O)N(CCc2ccccc2)C1 (stereo unspecified)	0.2	12	-0.2	3	-3	-5	u	-4	5	2	2
Cc1ccc(CC(=O)NCCS(=O)c2ccc(Cl)cc2)cc1 (stereo unspecified)	0.6	7	-0.4	6	x	u	-9	7	2	1	2
O=C(O)CN1C(c2ccccc2)=Nc2ccc(Br)cc2C1c1ccccc1 (stereo unspecified)	0.1	11	-1.3	-1	-5	1	-5	3	-6	2	3
CC(=O)NCCc1nc2cc(NC(=O)c3ccc([N+](=O)[O-])cc3)ccc2n1C	0.0	-73	-0.6	-106	-2	4	2	6	12	x	-51

Sorted by the number under Vif inh (smallest number first): three from the list above
Structure,aDG glyco act,Peg3 prom inh,HIF-2a block,CaV13 FRET inh,Exocytosis inh,Vif inh,PDI inh,NR2E3 ag-1,NR2E3 ag-2,MITF TRPM1 inh
CN(C(=O)c1coc(=O)c2ccccc12)c1ccc(Br)cc1,-0.1,-5,13,2,0,1,0,1,-2,2
CC(C)C(O)P(=O)(OCc1ccccc1)c1ccc(N(C)C)cc1 (stereo unspecified),0.2,10,10,-2,-1,6,-18,-2,2,-2
COC(=O)c1sccc1OC(C)C(C)=O (stereo unspecified),0.0,17,15,-4,-1,7,15,1,-1,5

(listing goes on)
mol	aDG glyco act	Peg3 prom inh	hiPSC survival	HIF-2a block	CaV13 FRET inh	Exocytosis inh	Vif inh	PDI inh	NR2E3 ag-1	NR2E3 ag-2	MITF TRPM1 inh
Cc1nc(-c2cccc(NC(=O)c3ccc(Br)o3)c2)cs1	0.0	-97	-0.5	-88	x	-6	11	-5	-27	x	-8
C[C@H](NC(=O)c1[nH]cnc1C(=O)Nc1ccccc1F)c1ccccc1	0.0	8	-0.9	0	-6	3	-4	-10	-36	x	x
Cc1cccc(OCC(=O)N2CCN(C(=O)Cc3ccccc3)CC2)c1	-0.1	16	0.8	-3	x	-2	-1	3	-8	1	-8
OCc1nnn(-c2ccccc2)c1CO	0.0	6	-0.5	10	-14	-11	7	-6	-19	x	-2
O=C(CN1C(=O)COc2ccccc21)NCCCN1CCCC1	0.0	1	0.0	3	-6	-2	1	-2	-12	2	5
Cc1ccc(NC(=S)NCc2ccc(Cl)cc2)c(C)c1	0.0	6	0.0	-15	-3	-10	-4	4	-22	4	4
CCC(CC)Nc1ccc(C(CC(N)=O)NC(=O)Cc2cccc3ccccc23)cc1[N+](=O)[O-] (stereo unspecified)	0.0	17	5.8	14	-5	-5	4	-5	7	-1	2
CCCCn1c(N)c(N(CCOC)C(=O)c2ccc(S(=O)(=O)N3CCCCCC3)cc2)c(=O)[nH]c1=O	0.1	-6	-0.6	1	-6	1	0	5	-29	1	4
O=C1Nc2ccc(C(=O)O)c(O)c2C1=O	-0.1	4	-2.5	3	-4	-5	-27	-2	-23	x	-8
COc1cccc(CN(C(=O)/C=C/c2ccc(Cl)cc2)C2CCS(=O)(=O)C2)c1 (stereo unspecified)	0.3	21	-1.1	21	-18	6	-2	5	-8	1	-13
Cc1c(NC(=S)NC(=O)c2cc3ccccc3o2)cccc1C(=O)O	0.0	-134	-0.5	-73	-4	-7	-6	1	-103	0	-13
COc1ccccc1NC(=O)CSc1nc(N)cc(N)n1	0.4	-8	-0.9	3	-8	-1	x	-2	-18	-1	-9
CCOC(=O)C1=CCN(S(=O)(=O)c2ccc(C)cc2)C1c1ccc(C(C)C)cc1 (stereo unspecified)	-0.1	26	3.1	-17	-7	0	11	x	-22	x	x
O=C(Nc1cccc2c1CCCC2)c1ccc(Br)o1	0.0	-24	1.4	-23	-5	-2	6	-6	-11	0	-13
CC(C)(C)NC(=O)NC(=O)COC(=O)C1(C)CC1(Cl)Cl (stereo unspecified)	0.0	-19	5.1	3	-1	-1	-2	-9	-15	1	0
CCOC(=O)CSC1=C(C#N)C(c2sccc2C)CC(=O)N1 (stereo unspecified)	-0.1	15	1.2	21	-8	5	-5	1	-39	4	38
Cc1nc2ncnn2c(C)c1CCC(=O)NC(C)c1ccc2c(c1)OCCO2 (stereo unspecified)	-0.3	6	-0.6	17	-4	1	9	1	1	-3	8
CC(C(=O)Nc1ccccn1)(c1ccccc1)c1ccccc1	0.1	-2	0.4	6	-5	-1	12	-3	8	x	-4
Cc1ccc(NNC(=O)c2cccs2)cc1Cl	0.4	5	-0.4	-23	-20	2	-3	-6	-15	1	5
O=C(N/N=C\c1cn(-c2ccccc2)nc1-c1ccccc1)c1ccc(Br)o1	0.6	-26	-0.5	-85	-4	-1	-4	17	-60	1	12
CCC1(C2=CCCCC2)C(=O)NC(=S)N=C1N (stereo unspecified)	0.1	10	-1.8	7	-5	2	-1	7	14	x	19
C/C=C/c1cnc2c(c1)C(=O)N([C@@H](C)CO)C[C@H](C)[C@@H](CN(C)S(=O)(=O)c1ccc(C)cc1)O2	0.0	19	-0.7	-9	-4	0	-6	3	-15	x	x
CC1CCN(C(=O)CNC(=O)Cc2ccccc2)CC1	-0.1	-22	2.0	-36	-4	2	-1	0	-37	-2	-4
CC(C)(C)c1ccccc1OCCCCN1CCCC1	0.1	0	-4.5	11	-5	0	-1	-1	-12	1	-20
Cc1noc(NS(=O)(=O)c2ccc(NC(=O)Cc3ccc([N+](=O)[O-])cc3)cc2)c1C	-0.1	-1	-0.6	7	-5	-7	1	0	3	-1	3
CC1C(C)C(O)(c2ccccc2)CCN1C (stereo unspecified)	0.0	10	2.3	12	-5	-4	-7	6	-1	-2	12
Cc1ccc(S(=O)(=O)N2CCN(CCc3ccccc3)CC2)c(C)c1	0.1	-5	-0.8	-11	-19	-7	-2	-9	-4	-2	9
CC(NC(=O)CN(Cc1ccccc1)S(=O)(=O)c1ccccc1)c1cccnc1 (stereo unspecified)	0.4	4	-0.3	11	-3	0	2	-5	13	3	-2
CC1(C(=O)Nc2ccc3ccccc3c2)CC1(Br)Br (stereo unspecified)	0.0	8	-0.2	12	-7	-4	-2	2	0	0	15
Cc1ccccc1NC(=O)c1c(C)cc(=O)oc1C	-0.1	2	-0.6	13	-4	2	-8	11	-8	-1	4
CCN(C(=O)COC(=O)Cn1c(C)csc1=O)c1c(N)n(Cc2ccccc2)c(=O)[nH]c1=O	-0.3	-4	-0.3	-5	-2	-8	36	-2	20	0	-3
O=C(N/N=C/c1cccnc1)c1ccccc1OCc1ccc(Br)cc1	0.2	-10	3.2	-30	2	1	-4	4	-19	0	-11
COc1ccccc1NCC(=O)c1ccc(C)c(C)c1	0.0	-2	-0.3	-13	-4	-7	7	0	14	-1	-3
Cc1ccc(NC(=O)C(OC(=O)c2ccc(C=O)cc2)c2ccccc2)cc1Cl (stereo unspecified)	0.1	-11	-0.8	-18	x	7	-5	-6	-34	-1	-17
COc1cccc(CN2CCNC(=O)C2CC(=O)NC2CCCCC2)c1OC (stereo unspecified)	0.3	-16	-0.3	3	-2	-3	7	4	25	0	-14
CCN(c1ccccc1)S(=O)(=O)c1cc(C(=O)OCC(=O)c2c(N)n(C)c(=O)n(C)c2=O)ccc1C	1.7	31	0.4	19	-3	-9	-1	-11	-11	x	0
CC(C)COc1ccc(C(=O)OC2CC(C)(C)OCC2CN(C)C)cc1 (stereo unspecified)	2.0	15	-3.2	14	-4	14	-1	2	-1	1	-5
COc1cc(/C=C2/NC(=O)N(Cc3ccccc3F)C2=O)ccc1Oc1ccc([N+](=O)[O-])cn1	0.0	27	-0.5	13	-2	-1	-4	-5	-9	1	16
